Assay outcomes from PubChem.
Growth percent in the NCI-60 one-dose screen (48 h, 10 µM unless noted): 100 = growth as untreated, 0 = no growth, -100 = all killed.
HCT-15 – HCT-15 colon cancer. actives 5.2% (n = 82,000)
SNB-75 – SNB-75 CNS cancer; actives 5% (n = 79,000)
HCC-2998 – HCC-2998 colon cancer; actives 4.7% (n = 79,000); AID 1794799
SF-268 – SF-268 CNS cancer cells | actives 3.1% (n = 82,000)
HCT-116 – HCT-116 colon cancer. actives 7.3% (n = 82,000). AID 1794798
SNB-19 – SNB-19 CNS cancer cells. AID 1794751. actives 2.5% (n = 81,000)
HT29 – HT29 colon cancer; actives 7.4% (n = 81,000)
SW-620 – SW-620 colon cancer; actives 5.2% (n = 82,000)
KM12 – KM12 colon cancer cells; actives 5% (n = 82,000); AID 1794800
* marks the source's active call; other numbers are inactive results; x = not tested or not shown; & = joins results of further samples. Rule for the calls: active = growth percent below 10; inactive = the rest.

Structure	HCT-15	SNB-75	HCC-2998	SF-268	HCT-116	SNB-19	HT29	SW-620	KM12
COc1ccc(OC)c(N2C(=N)/C(=C3\Nc4ccccc4S3)CC2=O)c1	77	117	65	95	81	98	115	126	108
COc1ccc(-c2nn(-c3cccc(Cl)c3)cc2C2CC(c3cccs3)=NN2C(C)=O)cc1 (stereo not drawn)	101	76	100	99	116	94	94	99	106
COc1ccc2c(c1)[nH]c(=O)c1c3cc(C)c(C)cc3cn21	-88*	85	16	-4.0*	-36*	26	x	-53*	-88*
CC(=O)ON1CCCC(P(=O)(OCCSC(=O)C(C)(C)C)OCCSC(=O)C(C)(C)C)C1=O (stereo not drawn)	12	52	11	19	11	19	19	31	5.2*
COc1ccc(/C=C/c2ccc(OC)cc2)cc1	112	93	129	102	102	102	100	109	105
O=C(c1cc2ccccc2o1)c1nn(-c2ccccc2)/c(=N/N=Cc2cn(-c3ccccc3)nc2-c2cc3ccccc3oc2=O)s1	88	97	104	97	90	101	107	97	96
c1ccc(-c2cc(-c3ccccc3)c(-c3ccccc3)o2)cc1	96	105	118	104	99	113	80	106	102
O=C1OC2CCCC2C12C(=O)O[C@@H]1CCC[C@@H]12 (mixture of isomers)	103	101	113	x	104	x	110	101	112
NC(N)=Nc1ccc(Oc2cccc(Nc3cccc(C(F)(F)F)c3)c2)cn1	-65*	34	-92*	49	-77*	1.2*	15	-79*	-83*
CCCCCC1(/C=N/NC(N)=S)NC(=O)NC1=O (stereo not drawn)	110	93	101	100	97	102	87	103	104
O=c1[nH]c(CN/N=C/c2ccc(O)cc2)nc2ccccc12	98	96	105	102	104	102	109	99	110
O=C(Nc1nc2ccc(OC(F)(F)F)cc2o1)Nc1c(F)cccc1F	95	89	104	120	91	96	107	104	113
CC(=O)Nc1ccc(/C=C/C(=O)c2ccc([N+](=O)[O-])cc2)cc1	103	107	100	x	86	100	104	112	107
COc1ccc(S(=O)(=O)N2C(=O)N(S(=O)(=O)c3ccc(OC)cc3)[C@H](OC)[C@H]2OC)cc1	107	84	99	109	91	101	97	104	100
Cn1c(=O)c2[nH]c(N/N=C/c3ccccc3)nc2n(C)c1=O	105&103	98&99	118&102	114&106	107&111	105&108	82&103	107&111	97&110
O=C1NC(=O)C2(CCc3ccccc32)N1 (stereo not drawn)	108&104	94&96	103	107&99	96&113	103&96	109&104	117	109&100
COc1ccc(/C(=C\c2cc(OC)c(OC)c(OC)c2)C(=O)Nc2nc3ccc(Cl)cc3s2)cc1	93	89	104	71	87	105	88	105	94
CCCCCc1cn(CC(=O)Nc2nc3ccccc3s2)nn1	104	94	107	101	104	99	106	96	102
Nc1c(Cl)ccc2cccnc12	104	100	x	97	101	104	99	97	95
CS(=O)(=O)Nc1ccc(C(=O)N/N=C/c2c[nH]c3ccccc23)cc1	100	83	108	103	105	100	103	110	102

Whole records as entered above:
Record of CC(=O)ON1CCCC(P(=O)(OCCSC(=O)C(C)(C)C)OCCSC(=O)C(C)(C)C)C1=O (stereo not drawn) = HCT-15: 12; SNB-75: 52; HCC-2998: 11; SF-268: 19; HCT-116: 11; SNB-19: 19; HT29: 19; SW-620: 31; KM12: 5.2*
Record of CCCCCc1cn(CC(=O)Nc2nc3ccccc3s2)nn1 = HCT-15: 104; SNB-75: 94; HCC-2998: 107; SF-268: 101; HCT-116: 104; SNB-19: 99; HT29: 106; SW-620: 96; KM12: 102

Next records follow.
Structure	HCT-15	SNB-75	HCC-2998	SF-268	HCT-116	SNB-19	HT29	SW-620	KM12
Cc1cc2nc3c(=O)[nH]c(=O)nc-3n(C[C@@H](O)[C@@H](O)[C@@H](O)COP(=O)(O)O)c2cc1C	98	91	106	97	101	102	103	92	96
CC(=O)N[C@H](Cc1ccccc1)C(=O)N[C@H](CS)C(=O)N[C@@H](CCCCN)C(=O)N[C@@H](C)C(=O)N[C@H](CCCNC(=N)N)C(=O)N[C@H](CCCNC(=N)N)C(=O)N[C@H](CCCNC(=N)N)C(=O)N[C@H](CCCNC(=N)N)C(=O)N[C@H](CCCNC(=N)N)C(=O)N[C@H](CCCNC(=N)N)C(=O)N[C@H](CCCNC(=N)N)C(=O)N[C@H](CCCNC(=N)N)C(=O)O	102	101	92	99	103	x	112	108	100
CCOC(=O)C(=Cc1ccccc1[N+](=O)[O-])C(=O)OCC	5.7*	-7.8*	48	13	7.8*	60	11	19	-18*
Fc1cccc(-n2ncc3c(Nc4ccc(-c5nnc(-c6ccccc6)o5)cc4)ncnc32)c1	97	101	105	102	103	99	99	106	99
CC1(C)N=C(N)N=C(N)N1c1cccc(C#N)c1	33	77	58	30	17	67	36	30	48
O=C(COc1ccc(NC(=O)C2CCCCC2)cc1)NO	102	105	96	100	99	101	96	105	104
COc1cc(C(=O)Oc2ccc(/C=C/c3cc(OC(=O)c4cc(OC)c(OC)c(OC)c4)cc(OC(=O)c4cc(OC)c(OC)c(OC)c4)c3)cc2)cc(OC)c1OC	101	79	96	99	101	100	86	95	108
Cc1cc(C)c(N)c(C(=O)O)c1	99	79	96	99	100	101	103	98	102
COC(=O)c1ccc(Cl)cc1OC	95	76	86	116	95	103	88	100	92
COc1cc2cc3c(nc2cc1OC)CCN3Cc1ccc(NC(=O)Nc2ccc(F)cc2)cc1	88	64	130	105	115	94	123	112	109
O=C(/C=C/C=C/c1ccccc1)c1ccc(Nc2nc(Nc3ccccc3)nc(Nc3ccccc3)n2)cc1	81	43	52	86	69	90	82	92	86
O=c1cc(-c2ccccc2)[nH]c2ccccc12	17	30	19	51	25	x	15	30	13
O=C(CCn1c[n+](CC(=O)c2ccc(Cl)cc2)c2ccccc21)Nc1cccc2cccnc12	105	109	121	109	111	103	106	112	102
O=S(=O)(NCCCNc1nccc(-c2c(-c3ccc(F)c(O)c3)nc3occn23)n1)c1ccccc1	103	97	99	97	53	113	74	100	85
COc1ccc(OC)c(N=Nc2c(O)c3ccccc3[nH]c2=O)c1	88	81	x	86	60	80	86	91	92
c1ccc2cc(C[n+]3ccn(CCCCCCCn4cc[n+](Cc5ccc6ccccc6c5)c4)c3)ccc2c1	83	-2.6*	49	34	33	22	10	74	29
CN(C)NC(=O)Nc1ccccc1	97	77	98	105	101	108	99	103	101
C/C(=N/NC(N)=S)c1ccc(Nc2nc(SCC(C)C)nc(-c3ccc(F)cc3)c2C#N)cc1	25	81	35	25	3.8*	15	15	4.5*	23
O=C1OC(C(O)C(O)C(O)CO)C(O)C1O (stereo not drawn)	101	85	103	106	92	97	98	95	107
O=C(Oc1ccc(-c2ccccc2)cc1)c1ccco1	100	93	102	107	105	108	100	102	93

Next section:
Structure	HCT-15	SNB-75	HCC-2998	SF-268	HCT-116	SNB-19	HT29	SW-620	KM12
N=C(N)c1ccc(-c2ccc(-c3cc(Cl)cc(Cl)c3)o2)nc1	-67*	-91*	-42*	-67*	-74*	-76*	-82*	-83*	x
C(=N\OCCc1ccccc1)/c1ccncc1	96	94	98	101	118	104	106	98	101
CN[C@@H](C)C(=O)N[C@H]1CCS[C@H]2CC(C)(C)[C@@H](C(=O)N[C@H]3c4ccccc4C[C@H]3OCC#CC#CCO[C@@H]3Cc4ccccc4[C@@H]3NC(=O)[C@H]3N4C(=O)[C@@H](NC(=O)[C@H](C)NC)CCS[C@H]4CC3(C)C)N2C1=O	109	16	90	124	99	97	112	105	110
O=c1oc2ccc3ccccc3c2cc1-c1cc(-c2ccc(-c3cc(-c4cc5c(ccc6ccccc65)oc4=O)nc(-c4cc5c(ccc6ccccc65)oc4=O)c3)cc2)cc(-c2cc3c(ccc4ccccc43)oc2=O)n1	112	105	107	101	98	101	99	99	102
CC(C)(C)OC(=O)NC(=NCCC[C@H](NC(=O)OC(C)(C)C)C(=O)NCCCCCCNC(=O)OCc1ccccc1)NC(=O)OC(C)(C)C	81	52	95	71	54	86	48	83	66
CC(=O)O[C@@H]1[C@H](OC(=O)c2c(C)cc(O)cc2O)[C@@H](CO)O[C@H]1n1ccc(=O)[nH]c1=O	96	77	106	98	101	101	81	109	95
COc1ccc2cc(-c3nc4nonc4[nH]c3=O)ccc2c1	106	103	108	98	95	101	102	106	93
Cc1nc2c(C)c(C(=O)Nc3cccc(C(F)(F)F)c3)sc2c(=O)[nH]1	83	76	103	96	88	97	92	104	89
COc1cc(OC)c2cc(C(=O)O)c(=O)oc2c1	106	125	x	110	103	98	119	103	114
Cc1cc(=O)oc2ccc3ccccc3c12	100	100	107	98	90	102	101	93	112
O=C(c1ccccc1)[C@@H](c1ccccc1)[C@]1(O)C(=O)Nc2ccccc21	100	84	104	85	97	94	101	100	86
CCCCCCCCCCSC(=NCC)NCC	88	96	88	98	87	102	72	95	95
CSc1nc(S(C)(=O)=O)ncc1C	100	87	110	103	104	97	96	94	102
COc1ccc(/C=C(/C(=O)N2CCN(c3ccccc3)CC2)c2cc(OC)c(OC)c(OC)c2)cc1N	15	53	25	47	9.1*	24	7.3*	26	14
O=C1CC(c2ccsc2)c2snc(-c3cccc(F)c3)c2N1 (stereo not drawn)	92	87	104	96	98	98	94	99	82
Cc1cc(C(=O)CC(=O)C(F)(F)F)c(C)o1	112	78	x	107	107	105	104	103	108
CC[n+]1c2ccc(C)cc2nc2c3ccccc3c(N)cc21	89	74	89	75	23	74	25	46	61
CCOC(=O)Cc1cnn(C)c1-n1c(-c2ccccc2)nc2cc(Cl)ccc2c1=O	103	76	103	101	96	92	103	105	100
CC1=C(c2cc(-c3ccc(N(C)C)cc3)c(C#N)c(=O)[nH]2)C(c2ccccc2)NC(=S)N1 (stereo not drawn)	98	101	108	97	108	101	100	103	93
CCCCCCNC(=O)Oc1ccc(/C(=C(\C)c2ccccc2)c2ccc(OCCN3CCCCC3)cc2)cc1	8.1*	92	77	68	34	75	-6.5*	34	49

Further records
Structure	HCT-15	SNB-75	HCC-2998	SF-268	HCT-116	SNB-19	HT29	SW-620	KM12
COc1ccc(NC(=O)c2sc(N)c(C#N)c2C)cc1	100	101	111	95	110	105	102	118	103
CC(C)Sc1cc(=O)[nH]c(N)n1	109	98	101	111	90	106	91	103	101
CCCC1C(CC)CC(CC)C(O)C1(CC)CO (stereo not drawn)	99	82	116	108	109	107	98	101	102
OCc1ncc(-c2ccc(C(F)(F)F)cc2)c(N[C@@H]2C[C@H]3CC[C@@H]2C3)n1	100	84	110	104	97	105	104	97	102
Cc1ccc(S(=O)(=O)OCC2C3C=CC(C3)C2COS(=O)(=O)c2ccc(C)cc2)cc1 (stereo not drawn)	90	98	91	91	82	98	94	92	92
CCCSc1nnc(-c2ccc(-c3ccc(Cl)cc3)nc2C)o1	95	102	106	101	98	97	91	102	105
COc1ccc(/C=C2\C=C(c3ccc(F)cc3)N(Cc3ccc(F)cc3)C2=O)cc1OC	68	90	110	105	65	109	96	91	98
CC(=O)Oc1ccc(/C(=C(\C)c2ccccc2)c2ccc(OCCCN(C)C)cc2)cc1	63	78	79	82	66	100	23	93	78
CC1=C(CCN2CCN(c3ccccc3)CC2)C(=O)N2N=C(c3ccccc3)OC2N1 (stereo not drawn)	91	90	102	89	93	89	103	102	98
CN(CCO)CC(O)Cn1cnc2c(N)ncnc21 (stereo not drawn)	103	85	109	98	101	102	105	109	96
CC1(C)S[C@@H]2[C@H](NC(=O)[C@@H](N)c3ccc(O)cc3)C(=O)N2[C@H]1C(=O)O	105	93	97	107	112	103	113	114	108
O=C(Cn1cc(CN2C(=O)c3ccccc3S2(=O)=O)nn1)Nc1cccc(Cl)c1	98	88	93	99	99	115	109	102	104
O=C(O)CC1S/C(=N/N=C/c2ccc3c(c2)OCCO3)NC1=O (stereo not drawn)	110	88	109	99	100	104	112	104	98
Cc1ccc2c(c1)-c1cc(C)nn1-c1ccc(C#N)cc1O2	39	49	90	74	28	69	20	41	57
Cc1ccc(C(=O)NN2C(=O)CSC2c2ccc(Cl)cc2)cn1 (stereo not drawn)	90	96	96	101	96	86	105	97	98
O=C(O)c1ccc(S(=O)(=O)O)o1	99&108	70&85	102&127	97&132	96&108	103&99	83&104	103&97	99&108
COc1cc(Cc2cc(OC)c(O)c(OC)c2)cc(OC)c1O	61	82	73	105	86	102	110	41	56
COc1ccc(/C=C2\Oc3cc(C)c(Cl)c(C)c3C2=O)cc1	94	93	95	106	97	97	97	95	101
CCCCCC(=O)N1CCCCCC1	98	94	102	108	103	111	105	107	111
C=C1CC[C@H]2[C@@](C)(CCC3OC(c4ccc(OCc5cn(CC6OC7OC(C)(C)OC7C7OC(C)(C)OC67)nn5)cc4)OC[C@]32C)[C@@H]1/C=C/C1=CCOC1=O (stereo partly drawn)	87	93	106	98	82	100	101	107	108
COc1cc(C2CC(=O)c3cc(OC)c(OC)c(OC)c32)cc2c1OCO2 (stereo not drawn)	94	76	95	95	99	92	x	95	91
Cc1cc2nc3ccccc3n2c2cc(O)ccc12	99	68	103	100	86	105	102	94	91

4 entries from above, sorted by molar mass, falling:
Structure	HCT-15	SNB-75	HCC-2998	SF-268	HCT-116	SNB-19	HT29	SW-620	KM12
O=C1OC(C(O)C(O)C(O)CO)C(O)C1O (stereo not drawn)	101	85	103	106	92	97	98	95	107
C(=N\OCCc1ccccc1)/c1ccncc1	96	94	98	101	118	104	106	98	101
Cc1cc(=O)oc2ccc3ccccc3c12	100	100	107	98	90	102	101	93	112
CC(C)Sc1cc(=O)[nH]c(N)n1	109	98	101	111	90	106	91	103	101
